ELG1 genotoxic = genotoxicity induction in ELG1-luciferase HEK293T cells; 330,000 compounds, 1.3% hits; HEK293T ELG1-luciferase reporter, luminescence, 16 h; Potency, µM (series often up to 46 µM), for the others: at the top dose activity change, positive = activation, hits mostly activators; also: % of control where 0% means no effect; nearly all actives have a fitted effect of over 60% in size
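ELG1-luciferase HEK293T cells, 2,000/well; compound pinned in; 16 hr, 37 °C, 5% CO2; ONE-Glo, 30 min RT; luminescence on CCD imager.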
MBNL1-CUG inh = MBNL1-poly(CUG) RNA binding inhibition | Q9NR56 | TR-FRET MBNL1-His/biotin-(CUG)12 binding, 665/545 ratio | Potency, µM (highest dose often 57.5 µM), without a hit: top-dose activity change, negative = inhibition, actives largely listed as inhibitors | 280,000 compounds, 0.036% hits | AID 2675; active = well fitted inhibition curve with a large enough effect in the signal ratio, with a control signal flat, not every such curve was filed as active; inconclusive = small, poorly fitted or top-dose-only effect, or effect the other way, or a change in a side signal; inactive = no such curve, though single readings can be large or run the other way; the % refers to the signal ratio; also: % is scaled to controls: 0 for no effect and ±100 for the full control effect
Target sequence (Q9NR56 whole entry, looked up): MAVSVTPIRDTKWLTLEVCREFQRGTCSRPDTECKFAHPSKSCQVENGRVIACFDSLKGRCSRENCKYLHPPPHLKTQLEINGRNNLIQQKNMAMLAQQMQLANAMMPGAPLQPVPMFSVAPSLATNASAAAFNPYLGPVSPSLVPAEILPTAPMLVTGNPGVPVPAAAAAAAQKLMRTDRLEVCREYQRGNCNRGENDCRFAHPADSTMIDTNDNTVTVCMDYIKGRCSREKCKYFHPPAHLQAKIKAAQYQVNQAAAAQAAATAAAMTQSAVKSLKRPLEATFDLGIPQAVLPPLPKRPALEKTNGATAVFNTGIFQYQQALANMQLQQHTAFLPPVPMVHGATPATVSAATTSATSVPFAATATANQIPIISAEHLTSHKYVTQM
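MBNL1-His + Biotin-(CUG)12, cpd titration 92 nM–58 uM; Tb anti-His Ab 0.055 ng/ul, SA-XL665 5 nM (final); 60 min RT; ratiometric 665/545 nm, Ex 340 nm; normalized to buffer and full-complex controls.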
p53 reactivator = re-activators of mutant p53. Potency, µM (doses to about 92.2 µM), inactives show at the top dose activity change, positive = activation, most hits filed as activators. H1299 p53-A138V BP100-luciferase reporter, luminescence, 24 h. 320,000 compounds, 0.063% hits; also: % of control where 0% means no effect; nearly all actives have a fitted effect of over 45% in size
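p53-null H1299 cells stably carrying temperature-sensitive p53-A138V and a BP100-luciferase reporter were pinned with compounds (4-point, 1:5 series) and held 24 hrs at 37 deg C. Luminescence was read 10 min after detection reagent.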
BRCA1 expr up = increases BRCA1 expression; MCF7-BRCA1-FFLuc reporter, luminescence, 48 h; response scale: scaled: vehicle 0%, 10 µM genistein 100%; Potency, µM (series often up to 46.1 µM), inactives show at the highest dose activation, hits mostly activators; AID 624202; 380,000 compounds, 1.1% hits; also: nearly all actives have a fitted effect of over 80% in size; some results filed as inactive show a strong effect at the top dose
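Quantitative HTS in MCF7 cells stably reporting BRCA1 expression via firefly luciferase. Compound treatment lasts 48 h at 37 °C in phenol-red free MEM. Activation is expressed relative to genistein at 10 microM and DMSO.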
Rab9 prom act = activates the Rab9 promoter | Potency, µM (doses to about 9.22 µM), without a hit: at the highest dose activation, negative = inhibition, usual class: activators | Huh7 Rab9 promoter-luciferase reporter, luminescence, 24 h | 320,000 compounds, 2.8% hits | AID 485297; also: % of control where 0% means no effect; nearly all actives have a fitted effect of over 60% in size
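Luciferase signal after 10 min detection reagent at ambient indicates Rab9 promoter upregulation; stably transfected Huh7 cells were treated 24 h with compound in DMSO at 37 °C, 5% CO2.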
VP16 counter = counter-screen for ROR gamma inhibitors: Gal4-VP16 reporter | 310,000 compounds, 3.5% hits | Drosophila S2 Gal4-VP16 UAS-luciferase, luminescence, 20 h | Potency, µM (top dose mostly 53.6 µM), without a hit: top-dose activity, negative = inhibition, actives largely listed as inhibitors;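 also: Gal4-VP16 expression switched on by copper sulfate through the metallothionein promoter; % is scaled to controls: 0 for no effect and ±100 for the full control effect; nearly all actives have a fitted effect of over 50% in size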
uPA surface inh = cell surface uPA generation inhibition; cell surface uPA generation assay, qHTS; Potency, µM (series often up to 38.3 µM), inactives show at the top dose activity change, negative = inhibition, actives largely listed as inhibitors; 330,000 compounds, 0.31% hits; AID 540303; active = well fitted inhibition curve with a large enough effect; inconclusive = small, poorly fitted or top-dose-only effect; inactive = no such curve, though single readings can be large or run the other way; tested in mouse RAW 264.7 cells; also: % is scaled to controls: 0 for no effect and ±100 for the full control effect; nearly all actives have a fitted effect of over 55% in size
FLuc modulator = firefly luciferase modulation, counter-screen for miR-21 project; P08659; purified FLuc, Km substrates, luminescence inhibition; Potency, µM (highest dose often 57.5 µM), for inactives: top-dose activity change, negative = inhibition, usual class: inhibitors; 360,000 compounds, 6.9% hits; AID 588342;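 also: plate controls were vehicle for no effect and reference inhibitor for full effect; nearly all actives have a fitted effect of over 55% in size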
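Purified P. pyralis luciferase (10nM final) with 10uM D-luciferin and 10uM ATP (Km levels) in 50mM Tris acetate pH 7.5, 10mM Mg acetate, 0.01% Tween-20, 0.05% BSA; qHTS 6-point titration, ~60 µM downward; luminescence read.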
NPC1 promoter act = activators of NPC1 promoter. Huh7 NPC1 promoter luciferase reporter, 24 h. Potency, µM (doses to about 9.22 µM), for inactives: top-dose activation, actives largely listed as activators. 320,000 compounds, 2.4% hits. AID 485313;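 also: % of control where 0% means no effect; nearly all actives have a fitted effect of over 60% in size; reporter is driven by a mutant NPC1 promoter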
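Stable NPC1-promoter luciferase Huh7 line; cpd (DMSO) 24 h, 37 °C, 5% CO2; Amplite luciferase reagent 10 min RT; luminescence readout. qHTS format.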
RORg inh = blocks mouse ROR gamma transcriptional activity; P51450; Drosophila S2 Gal4-RORgamma UAS-luciferase reporter, 20 h; Potency, µM (doses to about 53.6 µM), without a hit: top-dose activity change, negative = inhibition, most hits filed as inhibitors; 310,000 compounds, 5.4% hits; AID 2551; also: % is scaled to controls: 0 for no effect and ±100 for the full control effect; nearly all actives have a fitted effect of over 60% in size
Target sequence (P51450 whole entry, looked up, the tested form may be a part): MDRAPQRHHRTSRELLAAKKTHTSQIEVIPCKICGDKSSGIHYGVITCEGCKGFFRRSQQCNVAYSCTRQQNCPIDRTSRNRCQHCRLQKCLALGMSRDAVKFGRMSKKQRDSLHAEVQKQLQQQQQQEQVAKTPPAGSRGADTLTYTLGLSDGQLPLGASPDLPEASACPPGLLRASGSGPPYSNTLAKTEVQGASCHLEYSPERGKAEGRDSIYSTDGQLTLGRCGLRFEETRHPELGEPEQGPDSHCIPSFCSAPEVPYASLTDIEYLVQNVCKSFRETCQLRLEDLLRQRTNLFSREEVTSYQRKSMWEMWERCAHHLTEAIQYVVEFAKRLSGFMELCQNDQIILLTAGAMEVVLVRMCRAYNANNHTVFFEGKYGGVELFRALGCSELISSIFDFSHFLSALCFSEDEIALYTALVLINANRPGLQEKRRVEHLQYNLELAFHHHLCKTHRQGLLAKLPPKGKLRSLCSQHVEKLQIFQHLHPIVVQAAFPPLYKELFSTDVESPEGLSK
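Luminescence from a UAS-regulated Photinus luciferase reporter in stably transfected Drosophila Schneider cells is measured; decreased signal marks ROR gamma inhibition. Fusion expression is induced by 700 uM copper sulfate for 20 hr.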
* hit, by the source's call; ? = inconclusive; · = no result given; [ ] = another dose, or the depositor's remark. Unless noted, calls follow the shape of the dose curve; as a rule, active = well fitted curve in the direction sought with a large enough effect; inconclusive = small, poorly fitted or top-dose-only effect, or another doubt; inactive = no such curve, though single readings can be large; an effect the other way counts as inactive or inconclusive. Potency is read from the fitted curve at half-maximal effect. Outcome played no part in choosing rows. About 13% of those tested had a hit in this group.

Results follow in this order: ELG1 genotoxic, MBNL1-CUG inh, p53 reactivator, BRCA1 expr up, Rab9 prom act, VP16 counter, uPA surface inh, FLuc modulator, NPC1 promoter act, RORg inh
CCCCCC(=O)NNC(=S)NC(=O)c1cccc([N+](=O)[O-])c1
  -1%, ?, 0%, -41%, -6%, 5µM*, 2%, 0%, -2%, 3.5µM*
COc1ccc(/C=N/n2c(N)nc(-c3ccccc3)c2-c2ccccc2)cc1
  -4%, 1%, 21%, -2%, 13%, ?, 1%, ?, 14%, ?
O=C(CCCCCN1C(=O)c2ccccc2C1=O)NCc1ccco1
  2%, 15%, -2%, 4%, 5%, 2%, 5%, 1%, 2%, -31%
CCCC(=O)Nc1nc2ccc(NC(=O)c3c(F)c(F)c(OC)c(F)c3F)cc2s1
  2%, -2%, 0%, -32%, -21%, -7%, -17%, 0%, -28%, -19%
Cc1ccccc1C1c2[nH]c3ccccc3c2CCN1Cc1cccn1-c1ncccn1 (stereo not drawn)
  -10%, 0%, 5%, -93%, -2%, 3%, ?, 6%, 1%, 30%
COC(=O)c1ccc(CSc2n[nH]c(-c3ccccc3)n2)o1
  4%, -12%, -5%, 9%, 2%, -2%, 8%, ?, -3%, 25%
CC1=C(C(=O)OC(C)(C)C)C(c2ccco2)C(C#N)=C(N)O1 (stereo not drawn)
  -2%, 9%, 4%, -3%, -6%, 5%, -21%, 2%, 0%, 21%
CCC(C)(NC(=O)c1ccccn1)C(=O)NC1CCCC1 (stereo not drawn)
  17%, 6%, -1%, -7%, -6%, -1%[10 µM], 2%, -1%, -5%, 1%
CCOc1cnc(-c2c(-c3c(F)cccc3Cl)noc2C)o1
  1%, -12%, -5%, -10%, -4%, ?, 1%, 4%, -5%, -31%
COc1cc(C(=O)N(C)CC(=O)Nc2cccc(F)c2)ccc1OCc1ccccc1
  -5%, ·, 4%, -18%, 0%, ·, 16%, 5%, -1%, ·
COc1cccc(Cn2cccc(NC(=O)NC3CCCCC3)c2=O)c1
  3%, 7%, -10%, 0%, 1%, 3%, -3%, ?, 0%, ?
O=C(NCC1CCCO1)c1ccc2c(c1)ncn2-c1cccc(F)c1 (stereo not drawn)
  13%, -6%, 18%, 8%, -1%, -11%, -1%, 1%, -1%, -13%
Cc1ccc(NC(=O)CN(C)C(C)C(=O)Nc2ccc(S(=O)(=O)N3CCCC3)cc2)cc1 (stereo not drawn)
  -5%, ·, -4%, -20%, -3%, ·, -11%, -8%, -7%, ·
CCNc1nc(OCCNS(=O)(=O)c2cc(C)ccc2C)nc(N(C)C)n1
  -3%, -4%, 2%, -9%, 4%, 3%, 4%, -1%, -2%, ?
CCN(CC)S(=O)(=O)c1ccc(C(=O)NCC(=O)NC2CC2)cc1
  -4%, ·, 2%, 2%, -5%, ·, 6%, 1%, -3%, ·
O=c1[nH]c(CN(CCc2ccccc2)S(=O)(=O)c2ccc(Cl)cc2)nc2ccccc12
  14%, ·, ?, -24%, 1%, 6.3µM*, 2%, -20%, 2%, 4.5µM*
COc1cc(CC(=O)NCCCc2ccccc2)cc(OC)c1OC
  -2%, -3%, 0%, -2%, -5%, 12%, -1%, -1%, 0%, 1%
CN(C)CCNC(=O)c1ccccc1-c1cc2ccccc2c(=O)o1
  0%, 3%, -5%, -6%, 1%, -5%, 5%, -1%, -1%, 13%
COc1ccc(C(=O)N2CCN(c3ccc(F)cc3)CC2)cc1S(=O)(=O)NC1CC1
  11%, ·, 20%, 70%, 16%, ·, -7%, -19%, 16%, ·
CCN(CC)S(=O)(=O)c1ccc(OC)c(NC(=O)CC2CCCC2)c1
  1%, 0%, -3%, -18%, 3%, -16%, 4%, 2%, -3%, 21%
O=S(=O)(c1ccc2c(c1)OCCO2)N1CCN(c2ncnc3sccc23)CC1
  -5%, -3%, -4%, -47%, -34%[inhibitor], 11µM*, -12%, 3%, -35%[inhibitor], ?
O=C(NC1CCSC1=O)c1ccc(Oc2cccc(C(F)(F)F)c2)nc1 (stereo not drawn)
  0%, -7%, -17%, -1%, 1%, 2%, -1%, 2%, -1%, 17%
COc1ccc(Cl)cc1NC(=O)CN1CCN(S(=O)(=O)N2CCCCC2)CC1
  -6%, 1%, 1%, -14%, -2%, -16%, -11%, 3%, -5%, 12%
NCCC(=O)N1c2ccccc2Sc2ccc(Cl)cc21
  -13%, -3%, -73%[inhibitor], -83%, 7%, 5%, -10%, 11%, -3%, ?
Cc1ccc(/C=N/NC(=O)CNC(=O)COc2ccc(Cl)cc2)o1
  0%, -4%, -5%, 9%, -3%, -1%, 5%, -11%, -4%, -8%
CCOC(=O)c1ccc(NC(=O)CN2C(=O)CNC2=O)cc1
  0%, -12%, 21%, 32%, 3%, ?, ·, -14%, 0%, 24%
Cc1ccc(N2CN=C(c3ccccc3)NC2=S)cc1
  15µM*, 1%, 23%, 11µM*, ?, -88%, 6%, 9.5µM*, ?, ?
CCN(C(=O)COC(=O)CCOc1cccc(C)c1)c1c(N)n(Cc2ccccc2)c(=O)[nH]c1=O
  -5%, ·, -10%, 0%, -7%, ·, -8%, 2%, -2%, ·
COc1ccc(S(=O)(=O)N2CCN(C(=O)c3cc(C)oc3C)CC2)cc1OC
  -1%, ·, -8%, -12%, -4%, ·, -12%, 5%, -3%, ·
O=C1C=C(c2cccs2)CC(c2cccs2)C1n1cnc([N+](=O)[O-])c1 (stereo not drawn)
  -2%, ?, -3%, -5%, 2%, 1%, 4%, -7%, -3%, -16%
COc1cc(OC)c(C(=O)NCCCN2CCOCC2)cc1OC
  -1%, -4%, -3%, -4%, -5%, 0%[10 µM], 2%, 0%, -1%, 2%
O=C(O)c1ccc(N2C(=O)C3ON(c4ccccc4)C(c4ccccc4F)C3C2=O)cc1 (stereo not drawn)
  6%, -7%, -3%, -2%, 4%, -22%, 1%, -5%, 3%, -12%
COc1ccc(C)cc1NC(=O)CSc1nnc2ccc(-c3ccncc3)nn12
  0%, ·, 0%, -4%, 0%, ·, 2%, 2%, -2%, ·
COc1ccc(N2CC(C(=O)Nc3nc4ccc(OC)cc4s3)CC2=O)cc1 (stereo not drawn)
  -22%, -1%, -2%, 42%, 6%, 3%, 5%, ?, 2%, ?
Cc1ccc(N2C(=O)Cc3ccccc3C2=O)cc1
  5%, -2%, 1%, 0%, -5%, 8%, 5%, -1%, -4%, -14%
CCOc1ccc(C2=C(C=Nc3c(C)n(C)n(-c4ccccc4)c3=O)C(c3ccc(F)cc3)c3ccccc3O2)cc1 (stereo not drawn)
  2%, -3%, 0%, -24%, 1%, -4%, -2%, 17%, -2%, 41%
CN(C)c1ccc(C(CNS(=O)(=O)c2ccc(F)cc2)c2c[nH]c3ccccc23)cc1 (stereo not drawn)
  -5%, -12%, ?, -47%, -2%, -1%, 6%, -4%, 8%, ?
O=C(CS(=O)c1cccc(Cl)c1)Nc1ccccc1Cl (stereo not drawn)
  2%, -4%, 0%, 1%, 7%, -2%, 5%, 2%, -1%, -7%
CCOC(=O)C(CC)Sc1nc2c(cnn2-c2ccc(F)cc2)c(=O)[nH]1 (stereo not drawn)
  -3%, -5%, 2%, -44%, -4%, -9%, -2%, -1%, -2%, -8%
Cc1ccc(S(=O)(=O)c2cc3c(=O)n4ccccc4nc3n(CC3CCCO3)c2=N)cc1C (stereo not drawn)
  6%, ·, 3%, -21%, 2%, ?, -2%, 1%, 2%, 32%
COc1ccc(Cl)cc1NC(=O)/C=C\C(=O)O
  4%, -1%, 13%, 3%, 0%, 4%, ·, 0%, 1%, 9%

Record cards, as listed above.
Profile of `CCOc1ccc(C2=C(C=Nc3c(C)n(C)n(-c4ccccc4)c3=O)C(c3ccc(F)cc3)c3ccccc3O2)cc1` (stereo not drawn) = ELG1 genotoxic: 2%; MBNL1-CUG inh: -3%; p53 reactivator: 0%; BRCA1 expr up: -24%; Rab9 prom act: 1%; VP16 counter: -4%; uPA surface inh: -2%; FLuc modulator: 17%; NPC1 promoter act: -2%; RORg inh: 41%
Profile of `COc1cc(OC)c(C(=O)NCCCN2CCOCC2)cc1OC` = ELG1 genotoxic: -1%; MBNL1-CUG inh: -4%; p53 reactivator: -3%; BRCA1 expr up: -4%; Rab9 prom act: -5%; VP16 counter: 0%[10 µM]; uPA surface inh: 2%; FLuc modulator: 0%; NPC1 promoter act: -1%; RORg inh: 2%

As a working copy, 2 of the compounds above:
Results follow in this order: ELG1 genotoxic, MBNL1-CUG inh, p53 reactivator, BRCA1 expr up, Rab9 prom act, VP16 counter, uPA surface inh, FLuc modulator, NPC1 promoter act, RORg inh
Cc1ccc(S(=O)(=O)c2cc3c(=O)n4ccccc4nc3n(CC3CCCO3)c2=N)cc1C (stereo not drawn)
  6%, ·, 3%, -21%, 2%, ?, -2%, 1%, 2%, 32%
COc1ccc(Cl)cc1NC(=O)/C=C\C(=O)O
  4%, -1%, 13%, 3%, 0%, 4%, ·, 0%, 1%, 9%
